PglD inh: PglD (C. jejuni) enzyme inhibition | purified PglD enzyme, DTNB colorimetric CoA detection | inhibition, % at 12.5 µM | 0.098% of 360,000 active; in the data active means inhibition above about 16%, passing the limit was not always enough; further: strong numbers were not always called active
PAX8 inh HTS: PAX8 transcriptional activity inhibition; RMG-I TPO-luciferase reporter, SteadyGlo, 24 h; inhibition, % at 12.6 µM; 1.2% of 360,000 active;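 active means mean replicate inhibition at least 60% with every replicate also reaching 60%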;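 further: luciferase light reporting Pax8 driven TPO promoter activity; plate controls were median of neutral control wells for no effect and mitoxantrone controls for full effect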
ERAP1 HTS inh: blocks human ERAP1 aminopeptidase activity; Q9NZ08; recombinant ERAP1, Leu-AMC fluorescence, 60 min; inhibition, % at 10.7 µM; 0.15% of 340,000 active;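 active means mean replicate inhibition of at least 30%, or all replicates individually reaching that 30% level; inactive means mean below 30% and not every replicate reaching it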;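 further: 0% = neutral control wells and 100% = L-leucinethiol positive control wells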
Target sequence (Q9NZ08 whole entry, looked up): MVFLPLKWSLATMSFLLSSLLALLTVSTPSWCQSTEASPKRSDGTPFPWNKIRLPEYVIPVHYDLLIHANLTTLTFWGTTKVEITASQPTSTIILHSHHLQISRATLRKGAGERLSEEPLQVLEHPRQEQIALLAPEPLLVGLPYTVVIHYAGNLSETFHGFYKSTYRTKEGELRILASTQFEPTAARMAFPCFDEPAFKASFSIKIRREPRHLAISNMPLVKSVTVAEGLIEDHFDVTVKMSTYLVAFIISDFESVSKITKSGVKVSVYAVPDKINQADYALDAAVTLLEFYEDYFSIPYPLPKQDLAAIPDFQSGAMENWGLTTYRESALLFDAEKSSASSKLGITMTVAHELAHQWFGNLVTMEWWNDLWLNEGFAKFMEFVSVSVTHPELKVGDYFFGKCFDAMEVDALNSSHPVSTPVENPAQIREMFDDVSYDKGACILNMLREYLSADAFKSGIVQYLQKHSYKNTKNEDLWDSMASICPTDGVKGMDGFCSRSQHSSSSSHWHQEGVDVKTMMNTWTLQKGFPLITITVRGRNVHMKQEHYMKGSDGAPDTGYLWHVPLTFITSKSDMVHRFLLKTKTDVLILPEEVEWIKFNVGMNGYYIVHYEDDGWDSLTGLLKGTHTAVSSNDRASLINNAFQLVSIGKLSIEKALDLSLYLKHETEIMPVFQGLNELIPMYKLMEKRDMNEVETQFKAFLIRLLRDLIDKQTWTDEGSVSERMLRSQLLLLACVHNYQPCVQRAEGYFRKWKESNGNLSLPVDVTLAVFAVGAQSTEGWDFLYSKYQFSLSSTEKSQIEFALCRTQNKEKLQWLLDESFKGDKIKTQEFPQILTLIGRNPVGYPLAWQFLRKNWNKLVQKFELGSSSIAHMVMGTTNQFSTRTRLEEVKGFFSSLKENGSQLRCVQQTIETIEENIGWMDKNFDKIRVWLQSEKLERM
EWS-Fli inh: blocks EWS/Fli oncoprotein-driven transcription; A673 NR0B1-luciferase reporter, viability-normalised; inhibition, % at 12.6 µM; 0.67% of 350,000 active; AID 651661;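 active means mean inhibition of at least 50% after viability correction, with every replicate also passing that limit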;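 further: firefly luciferase signal divided by Alamar Blue viability fluorescence both relative to DMSO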
LGR2 antag: Drosophila LGR2 receptor signaling inhibition. HEK293 LGR2, CRE-luciferase, bursicon-stimulated, 4 h. inhibition, % at 9.99 µM. 0.35% of 380,000 active. AID 720647;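 active means drop in luminescence signal, shown as inhibition above about 50% in the replicate tests, limit read from the data, passing the limit was not always enough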;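 further: agonist challenge used bursicon conditioned medium at about half maximal strength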
PGC1a acetyl inh: modulators of PGC1a acetylation; U2OS PGC1a acetylation, AlphaScreen anti-acetyl-lysine; with virally co-expressed GCN5 acetyltransferase; inhibition, % at 15.6 µM; 0.17% of 350,000 active;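 active means every replicate shows inhibition of at least 40%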;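 further: 0% = neutral control wells and 100% = positive control wells; some results beyond the cut were filed as inactive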
S100A4 MyoIIA: S100A4-myosin IIA interaction inhibition; P26447; S100A4/TAMRA-MyoIIA peptide fluorescence polarization; inhibition, % at 10.7 µM; 0.14% of 360,000 active; AID 652163;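 active means mean inhibition of at least 70% across replicates, with every replicate also reaching that level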
Target sequence (P26447 whole entry, looked up): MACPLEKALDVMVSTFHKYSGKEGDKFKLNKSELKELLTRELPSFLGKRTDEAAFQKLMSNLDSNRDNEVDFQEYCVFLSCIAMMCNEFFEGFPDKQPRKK
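Compound dosing: one dose per compound; test system: human S100A4 monomer with TAMRA-labelled myosin IIA peptide; probe or stimulus: TAMRA-labelled myosin IIA heavy-chain peptide probe, 5 nM; medium: HEPES buffer with Ca2+, pH 7.2; schedule: 5 min incubation before reading; benchmarks: neutral control DMSO, positive control TFP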
FN deposition inh: fibronectin deposition inhibition. AH1F fibroblasts, Alexa488-fibronectin deposition fluorescence, overnight. inhibition, % at 12.6 µM. 0.086% of 350,000 active. AID 743247;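 active means mean inhibition across replicates of 30% or more, regardless of how many single replicates reach that level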;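 further: positive control wells lacked labelled fibronectin entirely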
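Assay system: AH1F fibroblasts / Quantity: 10000 cells per well / Medium: DMEM plus 2% serum, read in PBS / Reagent: labelled fibronectin 24 nM / Dosing: single dose, pinned / Times: 1 h cell attachment, overnight exposure to compound and label / Signal: fluorescence, ex 485 nm, em 525 nm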
* hit, by the source's call; nt = no result given.

Values run as follows: PglD inh, PAX8 inh HTS, ERAP1 HTS inh, EWS-Fli inh, LGR2 antag, PGC1a acetyl inh, S100A4 MyoIIA, FN deposition inh
Nn1c(-c2cccc([N+](=O)[O-])c2)nc2ccccc2c1=O
    -2, 1, 5, -5, -6, nt, -1, 6
CCOc1nc(-c2ccccc2)c2cc(Br)ccc2n1
    -2, 5, -1, 23, -15, nt, 3, 3
COc1ccc(NC(=O)CN2C(=O)COc3ccc(S(=O)(=O)N4CCCCC4)cc32)c(OC)c1
    -3, 15, -2, 0, 5, 4, -3, 8
Cc1ncsc1C(=O)N1CCCC(C(=O)c2ccc3ccccc3c2)C1 (stereo not given)
    3, 13, 0, 0, -5, 9, -10, 9
CC(C)CN(C(=O)CN(C)C(=O)c1ccco1)c1c(N)n(CC(C)C)c(=O)[nH]c1=O
    nt, -15, 14, -5, 16, nt, 1, 4
CS(=O)(=O)Nc1ccc2c(c1)[C@@H]1C[C@@H](CC(=O)NCC(F)(F)F)O[C@@H](CO)[C@@H]1O2
    3, -1, 1, 2, -15, 3, -3, -13
Cc1ccc(S(=O)(=O)NCCC(=O)OCC(=O)Nc2cccc(S(=O)(=O)NC3=NCCCCC3)c2)cc1
    6, -6, -6, 0, -37, -2, -3, 7
Cc1cccc(-c2noc(-c3csc([C@@H]4C[C@H](O)[C@@H](CO)O4)n3)n2)c1
    -5, -147, 1, -55, 15, -1, -1, nt
COCC(=O)Nc1ccc2c(c1)C(=O)N(C)C[C@H](OC)[C@@H](C)CN(C(=O)NC(C)C)[C@@H](C)CO2
    0, nt, 1, 0, 7, 6, -15, 4
COc1ccc(S(=O)(=O)N2CCN(CC(=O)NC(C)c3cccs3)CC2)cc1 (stereo not given)
    -6, -11, 12, 13, -4, 1, 3, -6
CCCCn1c(N)c(N(CC(C)C)C(=O)c2cc(S(=O)(=O)N3CCOCC3)ccc2Cl)c(=O)[nH]c1=O
    nt, 10, 2, 1, 3, 0, 0, 2
CC(C)c1ccc(C(=O)Nc2ccc(S(=O)(=O)NC3=NCCCCC3)cc2)cc1
    1, 6, -1, 13, -5, 1, -4, 3
CN(C)CC(=O)N[C@@H]1C[C@@H]2O[C@@H](CO)CC[C@@H]2O[C@@H]1CCc1ccc(C#Cc2ccccc2)cc1
    nt, 1, 5, 10, nt, nt, 54, nt
CC(OC(=O)CCN=C1NS(=O)(=O)c2ccccc21)C(=O)Nc1ccc(S(N)(=O)=O)cc1 (stereo not given)
    2, -3, 3, 4, 9, 11, -7, 8
Cc1c(O)ccc(C(=O)CN2CCN(Cc3ccc4c(c3)OCO4)CC2)c1O
    1, -15, nt, nt, 20, -1, nt, 13
COc1ccc(CNCC(O)COc2cccc3c2OC(C)(C)C3)cc1 (stereo not given)
    9, -10, 0, -4, 14, 1, -1, 1
C[C@H](CO)N1C[C@H](C)[C@H](CN(C)C(=O)Nc2ccc3c(c2)OCO3)Oc2ccc(NS(=O)(=O)c3ccc(F)cc3)cc2C1=O
    1, nt, -1, -48, -13, 8, -17, -8
N#CCCCc1cc2cc(F)ccc2cn1
    1, -27, -2, -14, 0, 5, 13, -7
COc1ccc(S(=O)(=O)N(C)C[C@@H]2Oc3c(NC(=O)C4CC4)cccc3C(=O)N([C@H](C)CO)C[C@@H]2C)cc1
    7, nt, -3, 8, -15, -6, -60, nt
COc1ccc(NCC(=O)Nc2cccc(C(F)(F)F)c2)cc1S(=O)(=O)N1CCOCC1
    nt, 11, 0, 8, 12, 4, -6, -5
CC(=O)Nc1ccc2nc(CN3CCN(CC=C(C)C)C(CCO)C3)ccc2c1 (stereo not given)
    nt, -2, 2, -5, 12, 4, 1, -10
Cc1nn(CC(=O)NC2CC2)c(C)c1S(=O)(=O)NC(C)(C)C
    2, nt, 0, -14, 12, 14, -3, -1
O=C(c1ccccc1)N1[C@H](CO)[C@@H](c2ccccc2)C12CN(Cc1nccs1)C2
    nt, 10, -1, -1, 27, 1, 4, -1
C[C@H]1CN(C(=O)OC(C)(C)C)CCN1c1ccc(N2CC[C@H](O)C2)c(C#N)c1
    nt, -74, 9, -48, -31, nt, -15, 0
CS(=O)(=O)Nc1ccc(C(=O)NCCSC2CCCCC2)cc1
    nt, nt, 7, -13, nt, 12, 0, nt
COc1ccc(S(=O)(=O)N(C)C[C@H]2OCCCC[C@H](C)Oc3ccc(NC(=O)Nc4cccc5ccccc45)cc3C(=O)N([C@@H](C)CO)C[C@H]2C)cc1
    5, 8, -5, -8, 3, 2, 2, nt
COc1ccc(CN2CCN(C(C)C)C(CCO)C2)cc1Cn1cccn1 (stereo not given)
    nt, -30, 17, 11, -1, 4, 1, nt
CCC(=O)N1c2ccc(S(=O)(=O)CCC(=O)N3CCn4c3nc3ccccc34)cc2CC1C (stereo not given)
    4, 106*, nt, nt, nt, -7, nt, -3
C[C@@H]1CN([C@@H](C)CO)S(=O)(=O)c2ccc(C#Cc3ccc(F)cc3)cc2O[C@H]1CN(C)S(=O)(=O)c1cn(C)cn1
    -4, -10, 2, 2, 8, -2, 2, nt
CO[C@H]1CC[C@@H]2CCOc3c(C#N)cccc3C(=O)N(C)C[C@@H](OC)[C@@H](C)C(=O)N(C)C[C@H]1O2
    2, -4, -5, 9, 3, nt, 7, 2
O=C(CCCCCn1c(=O)[nH]c2ccsc2c1=O)N1CCN(C2CCCCC2)CC1
    -1, 11, -3, -2, -1, -5, -3, 7
CC1=NN(c2ccccc2)C(=O)C1C(=O)c1cc([N+](=O)[O-])cc([N+](=O)[O-])c1 (stereo not given)
    nt, -3, 5, 3, 11, 3, -4, nt
N/C(=N\OC(=O)CCCOc1ccc(Cl)cc1Cl)c1ccncc1
    2, -1, -2, -5, 0, 1, 3, -8
COC(=O)c1ccc(COc2cccnc2[N+](=O)[O-])cc1
    -5, -35, -1, -4, -21, nt, -1, 4
CCOc1ccc(NC(=O)CSc2ccc(-c3cccnc3)nn2)cc1
    5, -4, 4, -5, -14, -1, 6, nt
O=C(c1ccc(C(=O)N2CCOCC2)nc1)N1CCOCC1
    0, 20, nt, nt, nt, 3, nt, 3
O=C(Cn1cnc2ccccc21)N/N=C/c1cccc([N+](=O)[O-])c1
    nt, 12, -1, -4, 22, 10, 2, 0
CN1CCN(c2ccc(NC(=O)CN3CCOCC3)cc2F)CC1
    nt, 4, -4, 13, 11, 6, -1, nt
COC(=O)c1[nH]c2cc(OC)ccc2c1NC(=O)CCN1CCSCC1
    -9, -8, nt, nt, nt, 0, nt, -2
Cc1cc(C)n2nc(SCc3nc4ccccc4[nH]3)nc2n1
    6, -7, 1, -1, -13, 9, 15, 6
O=C(C[C@H]1CC[C@H](NC(=O)C2CCC2)[C@@H](CO)O1)NC1CCCCC1
    0, nt, -3, 3, 7, -1, -14, 9
O=C1c2ccccc2C2(c3ccccc3)N1CCN2C(=O)C(Cl)(Cl)Cl (stereo not given)
    5, 33, -2, -10, 14, -8, -2, nt
O=[N+]([O-])c1cc(O)c2ncccc2c1
    nt, 31, -4, 22, -14, nt, 3, 9
Cc1cc(C)cc(C(=O)NC(=S)Nc2ccc(Cc3ccncc3)cc2)c1
    5, 8, 3, 66*, 5, -15, -3, nt
CCCCOc1ccc(C(=O)NNC(=O)C2C3C=CC(C3)C2C(=O)O)cc1 (stereo not given)
    -4, nt, -5, -8, 9, nt, 10, 4
FC(F)(F)c1nc(N2CCN(c3ccccc3)CC2)nc2c1CCCCC2
    -2, 1, nt, nt, nt, 5, nt, 2
CC(=O)N1CC2(C1)[C@H](c1ccc(-c3ccc(C#N)cc3)cc1)[C@H](CO)N2CCC(F)(F)F
    nt, nt, -2, 1, 0, -1, 13, nt
CO[C@H]1CN(C)C(=O)c2ccc(NC(C)=O)cc2OC[C@@H](C)N(C(=O)c2ccccc2F)C[C@@H]1C
    5, 6, nt, -8, 2, 8, nt, 3
CCC(CC)CC1CN2CCc3cc(OC)c(OC)cc3C2CC1(O)CC (stereo not given)
    -2, 1, 3, -6, -6, nt, -3, -1
C[C@@H]1CN([C@@H](C)CO)C(=O)c2cccc(NS(=O)(=O)c3cn(C)cn3)c2O[C@@H]1CN(C)C(=O)Nc1ccc(C(F)(F)F)cc1
    3, nt, 7, -1, 11, 3, -17, -5

(cont.)
Values run as follows: PglD inh, PAX8 inh HTS, ERAP1 HTS inh, EWS-Fli inh, LGR2 antag, PGC1a acetyl inh, S100A4 MyoIIA, FN deposition inh
O=C(COC(=O)c1cc(Cl)nc(Cl)c1)NCc1ccc2c(c1)OCO2
    -4, -3, -2, 0, -11, 2, 0, -1
Cc1noc(C)c1NC(=O)N(C)C[C@@H]1Oc2ccc(NC(=O)NC3CCCCC3)cc2C(=O)N([C@H](C)CO)C[C@@H]1C
    0, nt, 10, 4, -15, 5, 4, -2
CCOC(=O)C1NN=C(C(=O)c2ccccc2)C1c1ccc(Cl)cc1 (stereo not given)
    2, 2, -2, -1, 8, nt, 0, -15
Cc1ccc(S(=O)(=O)N(C)C[C@H]2OCCCC[C@H](C)Oc3ccc(NC(=O)C4CCCCC4)cc3C(=O)N([C@@H](C)CO)C[C@H]2C)cc1
    1, -1, nt, 0, -9, -1, nt, nt
S=C(NNc1cccc(Cl)c1)NC1CCCCC1
    nt, 17, 0, 14, -14, nt, 0, 6
CO[C@@H](CN(C)C(=O)C1CCOCC1)[C@@H](C)CN([C@@H](C)CO)S(=O)(=O)c1ccccc1
    -1, nt, 0, 2, -7, 7, 3, 2
CN(Cc1ccco1)C(=O)CN1C(=O)NC2(CCCC2)C1=O
    3, -2, -1, -13, -6, 2, 0, 0
Cc1ccc(/C=N/NC(=O)Cn2cncn2)cc1
    3, -26, 3, 18, -11, -2, -1, -8
CCCN1C[C@H](C)[C@@H](OC)CN(C)C(=O)c2cc(NC(=O)C3CCOCC3)ccc2OC[C@H]1C
    -1, nt, 0, -3, 3, -5, -16, 7
CCC1CCCCN1CCCNC(=O)C1CCC(CNS(=O)(=O)c2c(C)cc(C)cc2C)CC1 (stereo not given)
    -6, -5, -5, 6, 22, nt, 4, 1
COCC(=O)N(C)C[C@@H]1Oc2ncc(C#Cc3ccccc3)cc2C(=O)N([C@H](C)CO)C[C@@H]1C
    2, nt, 1, -15, -15, -3, -27, 13
C[C@@H]1CCCCO[C@@H](CN(C)S(=O)(=O)c2ccc(Cl)cc2)[C@H](C)CN([C@@H](C)CO)C(=O)c2cc(NC(=O)Cc3ccccc3)ccc2O1
    -1, 48, 1, 9, -9, -16, 7, nt
O=C(NCc1ccc(Cl)cc1Cl)c1ccccn1
    -7, nt, -5, nt, 6, 0, 1, 5
CCc1ccc(OCC(=O)NC(NC(=S)Nc2ccccc2)C(Cl)(Cl)Cl)cc1 (stereo not given)
    -1, 21, nt, nt, 39, -19, nt, -10
Nc1nnc(-c2ccc([N+](=O)[O-])o2)s1
    2, 27, 5, 14, 17, 18, 0, 3
O=C(NCc1ccc(S(=O)(=O)Nc2ccccc2Cl)s1)c1ccccc1
    9, 13, 2, -1, -4, 5, -9, 0
COc1cc(NC(=O)c2cc(CC(C)C)on2)c(OC)cc1Cl
    -5, 24, 5, 9, -8, 4, 1, 1

5 entries from above in a different format:
SMILES	PglD inh	PAX8 inh HTS	ERAP1 HTS inh	EWS-Fli inh	LGR2 antag	PGC1a acetyl inh	S100A4 MyoIIA	FN deposition inh
O=C(NCc1ccc(Cl)cc1Cl)c1ccccn1	-7	nt	-5	nt	6	0	1	5
CCc1ccc(OCC(=O)NC(NC(=S)Nc2ccccc2)C(Cl)(Cl)Cl)cc1 (stereo not given)	-1	21	nt	nt	39	-19	nt	-10
Nc1nnc(-c2ccc([N+](=O)[O-])o2)s1	2	27	5	14	17	18	0	3
O=C(NCc1ccc(S(=O)(=O)Nc2ccccc2Cl)s1)c1ccccc1	9	13	2	-1	-4	5	-9	0
COc1cc(NC(=O)c2cc(CC(C)C)on2)c(OC)cc1Cl	-5	24	5	9	-8	4	1	1

Screening data as filed in PubChem BioAssay.
